CendR NRP1 mod: modulators of CendR peptide binding to NRP-1, primary screen, biochemical, fluorescence polarization, uHTS. inhibition, % at 25 µM. Neuropilin-1 (Homo sapiens), O14786. FAM-RPARPAR peptide binding to NRP-1. AID 602438, 2012. 360,000 compounds, 0.85% hits;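 active means inhibition or corrected inhibition above about 18%, plus a signal ratio from 0.5 to 1.5, limit read from the data, passing the limit was not always enough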; further: strong numbers were not always called active
Neddylation inh: inhibitors of cullin neddylation, primary screen, biochemical, TR-FRET, uHTS, NAE and Ubc12; NEDD8-conjugating enzyme Ubc12 (Homo sapiens) + NEDD8-activating enzyme E1 regulatory …; calls only at 25 µM; 360,000 compounds, 0.58% hits; in the data active means inhibition above about 36%
Target sequence (P61081 whole entry, looked up): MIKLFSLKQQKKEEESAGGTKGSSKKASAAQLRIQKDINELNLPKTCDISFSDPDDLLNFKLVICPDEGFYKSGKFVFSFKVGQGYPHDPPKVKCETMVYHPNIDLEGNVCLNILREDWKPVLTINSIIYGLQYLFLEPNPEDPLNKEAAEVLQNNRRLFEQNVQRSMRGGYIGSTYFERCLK
Target sequence (Q13564 whole entry, looked up): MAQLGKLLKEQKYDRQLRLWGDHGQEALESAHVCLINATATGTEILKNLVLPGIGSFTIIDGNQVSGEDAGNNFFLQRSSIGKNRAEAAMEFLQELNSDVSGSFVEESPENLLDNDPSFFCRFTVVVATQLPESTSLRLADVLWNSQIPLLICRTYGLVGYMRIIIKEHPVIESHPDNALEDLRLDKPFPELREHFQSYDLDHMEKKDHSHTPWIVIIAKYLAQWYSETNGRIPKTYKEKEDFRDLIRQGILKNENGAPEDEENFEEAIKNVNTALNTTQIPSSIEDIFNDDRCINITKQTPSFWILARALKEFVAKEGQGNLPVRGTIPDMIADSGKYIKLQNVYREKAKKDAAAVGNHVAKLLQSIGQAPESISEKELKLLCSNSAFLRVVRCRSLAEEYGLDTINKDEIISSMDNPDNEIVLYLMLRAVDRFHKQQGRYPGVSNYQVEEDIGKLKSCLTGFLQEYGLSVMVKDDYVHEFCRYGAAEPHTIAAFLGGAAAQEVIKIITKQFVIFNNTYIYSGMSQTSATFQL
Scp1 inh: Scp-1 phosphatase inhibitors, primary screen, biochemical, colorimetric, uHTS. Recombinant Scp1, phosphopeptide, malachite green phosphate absorbance. inhibition, % at 20 µM. 340,000 compounds, 0.88% hits. AID 493091, 2011;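 active means inhibition above about 50% at 20 µM, limit read from the data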;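 further: plate controls were DMSO wells with enzyme for no effect and wells lacking enzyme for full effect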
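Test system: SCP-1 phosphatase catalytic domain, residues 76-261; measured by: colorimetric phosphate reagent with accelerator and stabiliser, absorbance at 630 nm; timing: enzyme reaction 45 min at room temperature, colour 5 min, stabilisation 30 min; also added: Phosphorylated 17-residue peptide substrate; compound dosing: one concentration, 20 µM, with 1.0% DMSO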
SUMO1 PPI mod: modulators of SUMO1 protein-protein interactions, primary screen, biochemical, uHTS; Small ubiquitin-related modifier 1 (Homo sapiens), P63165; SUMO1 binding to a labelled peptide, TR-FRET, 1 h; inhibition, % at 20 µM; 360,000 compounds, 0.33% hits; AID 602429, 2012; in the data active means inhibition above about 37%
LMPTP inh: LMPTP phosphatase inhibitors, primary screen, biochemical, fluorescence intensity, uHTS | Low molecular weight phosphotyrosine protein phosphatase (Homo sapiens), P24666 | recombinant LMPTP-A, OMFP fluorogenic substrate | inhibition, % at 20 µM | 360,000 compounds, 0.22% hits;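 active means compounds that cut the enzyme signal by at least half of the control window in the single-dose screen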;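 further: plate controls were DMSO wells with enzyme plus substrate for no effect and substrate without enzyme for full effect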
Target sequence (P24666 whole entry, looked up): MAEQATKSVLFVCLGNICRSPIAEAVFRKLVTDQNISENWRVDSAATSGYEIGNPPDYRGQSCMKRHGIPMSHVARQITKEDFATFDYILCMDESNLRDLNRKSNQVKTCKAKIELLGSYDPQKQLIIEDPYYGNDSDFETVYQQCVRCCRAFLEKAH
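Material: LMPTP-A; amount: 0.625 nM enzyme; doses: single 20 µM dose; times: reaction 50 min, room temperature, dark; technique: fluorescence intensity of OMFP turnover product; benchmarks: no-enzyme and uninhibited controls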
NadD block: inhibitors of S. aureus NadD, primary screen, biochemical, colorimetric, uHTS. Nicotinate-nucleotide adenylyltransferase NadD (Staphylococcus aureus N315). inhibition, % at 20 µM. purified NadD enzyme, colorimetric absorbance read-out. 360,000 compounds, 0.78% hits; in the data active means inhibition above about 26%; further: some compounds past the cut are filed as inactive
STEP block: STEP phosphatase inhibitors, primary screen, biochemical, fluorescence intensity, uHTS; Tyrosine-protein phosphatase non-receptor type 5 (Homo sapiens), P54829; recombinant STEP, OMFP fluorogenic substrate; inhibition, % at 20 µM; 360,000 compounds, 0.25% hits; AID 588621, 2011;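 active means inhibition at 20 µM, scaled per plate between control wells, above about 37%, limit read from the data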;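 further: 0% = DMSO with enzyme and substrate and 100% = substrate only without enzyme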
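medium = Bis-Tris buffer pH 6.0, 2.5 mM DTT, 0.005% Tween 20 | test system = STEP (striatal-enriched tyrosine phosphatase) enzyme, cell-free | measure = normalized % inhibition | compound dosing = 20 µM, 1% DMSO | also added = 25 µM OMFP | schedule = reaction 20 min, ambient temperature | measured by = fluorescence read at 480 nm ex / 540 nm em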
SKN-1 block: suppressors of acrylamide-induced Pgst-4::GFP reporter in worms, primary screen, SKN-1 inhibitor project, whole organism, uHTS, GFP/RFP fluorescence ratio, strain VP596. C. elegans VP596 Pgst-4::GFP/RFP ratio, 24 h. inhibition, % at 21.8 µM. 360,000 compounds, 0.49% hits;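 active means interference check ratio from 0.5 to 1.5 plus GFP to RFP signal ratio inhibition reaching or exceeding a fixed threshold, cut at about 30% in these data, passing the limit was not always enough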; further: some compounds called inactive have numbers as strong as hits
TbMetRS inhib: T. brucei MetRS inhibitors, primary screen, biochemical, luminescence. AID 624268, 2012. methionyl-tRNA synthetase (Trypanosoma brucei brucei). purified T. brucei MetRS, ATP depletion, Kinase-Glo luminescence. 360,000 compounds, 0.4% hits. inhibition, % at 11.9 µM;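 active means inhibition above a per-plate cutoff of the control wells' mean inhibition plus 3 SD, cut at about 5.5% in these data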;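 further: 0% = DMSO wells median and 100% = median of wells with control inhibitor compound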
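Test system – parasite MetRS enzyme · Reagent – substrates ATP, L-methionine and bulk Escherichia coli tRNA · Doses – 11.9 µM compound single dose, 0.9% DMSO · Times – 15 min enzyme-compound preincubation, 2 h reaction, 10 min detection, 25 °C · Signal – Kinase-Glo luminescence, ATP depletion format · Controls – DMSO-only wells as low control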
DNMT1 inh: human DNMT1 methyltransferase inhibitors, primary screen, biochemical, molecular beacon, fluorescence, HinP1I cleavage, uHTS. 360,000 compounds, 0.83% hits. AID 588458, 2011. inhibition (reported as % activation of signal), % at 10 µM. DNA (cytosine-5)-methyltransferase 1 (Homo sapiens), P26358; in the data active means inhibition above about 50%
The depositor's hits bear a star; i = inactive; . = no result given; + = active, no number.

SMILES	CendR NRP1 mod	Neddylation inh	Scp1 inh	SUMO1 PPI mod	LMPTP inh	NadD block	STEP block	SKN-1 block	TbMetRS inhib	DNMT1 inh
Cc1ccc(S(=O)(=O)NCC(C)n2cncn2)cc1 (centres undefined)	6	i	-3	20	-1.3	0	1	2	1.0	0
COc1ccc(C(=O)NC(=S)Nc2ccc(N3CCCC3)cc2)cc1OC	-12	i	-14	-1	5.8	6	2	9	-0.1	0
Cn1c(N)c(S(=O)(=O)c2ccc(Br)cc2)c2nc3ccccc3nc21	5	.	47	33	2.1	12	-1	-20	-0.5	-23
COc1ccc(CCN2CC(C(=O)N(C)C3CCOCC3)CCC2=O)cc1 (centres undefined)	12	i	1	-2	-0.3	1	-2	3	-0.4	0
Cn1c(=O)cc(OCCCC(=O)NCc2ccccn2)c2ccccc21	-6	i	3	0	-1.9	-3	3	7	-0.6	1
CCOC(=O)N1CCN(C(=O)c2ccc(OC)cc2)CC1	1	i	-8	-1	-0.3	-4	0	-7	0.3	-1
CCOC(=O)c1sc2ccc(S(=O)(=O)N3CC(C)CC(C)C3)cc2c1N (centres undefined)	-18	i	-10	5	0.9	3	1	11	0.5	-2
CCC(CC)c1nnc(NC(=O)CCS(=O)(=O)Cc2ccccc2)s1	-6	i	9	5	-1.3	-9	3	2	0.3	4
O=C(COC(=O)c1cccnc1)NC1CCCc2ccccc21 (centres undefined)	-26	i	-5	4	-1.9	-2	1	3	-0.8	-1
CC[n+]1ccc2cc(OC)c(OC)cc2c1Cc1ccc(OC)c(OC)c1	22	i	96*	-2	-0.9	16	-2	10	0.2	-18
C=CCC1(C)C(=O)N(c2ccccc2)c2ccccc21 (centres undefined)	0	i	2	0	0.1	-1	0	2	-1.6	0
COc1ccc(C)cc1NC(=O)CN1C(=O)COc2ccc(C)cc21	-2	i	0	0	-1.1	-4	1	-7	0.8	10
CCC(=O)N(Cc1ccco1)Cc1cc2cc3c(cc2[nH]c1=O)OCO3	2	+	-1	2	-2.1	-4	2	2	-0.1	-1
Cc1ccc(NC(=S)c2ccncc2)cc1	8	i	-5	-7	-0.5	-1	-2	-6	0.1	4
COc1ccc(OC)c(Nc2nc(N(C)c3ccccc3)nc(N)c2[N+](=O)[O-])c1	2	i	-4	-1	3.1	14	4	3	-0.4	-7
CCN1CCN(C(=O)C(=O)c2cn(CC(=O)N3CCCCCC3)c3ccccc23)CC1	1	i	-2	-5	3.7	4	1	-10	0.1	0
Cc1ccc(/C=N/NC(=O)c2ccc(Cn3cc([N+](=O)[O-])cn3)o2)cc1	-1	i	8	-10	0.2	4	-3	-6	-1.2	-1
Cc1[nH]c2ccccc2c1/C=N/NC(=O)c1cc(C(C)C)[nH]n1	-3	i	-4	0	0.7	-3	0	-5	-1.0	0
c1ccc(Nc2nc(N3CCCC3)nc(N3CCOCC3)n2)cc1	-8	i	6	-7	-2.0	0	-1	12	-0.2	1
OCC[C@@H]1C[C@@H](O)[C@H](O)[C@]2(CCCO2)O1	25	i	-10	1	0.5	1	-1	9	-0.2	2

(listing goes on)
SMILES	CendR NRP1 mod	Neddylation inh	Scp1 inh	SUMO1 PPI mod	LMPTP inh	NadD block	STEP block	SKN-1 block	TbMetRS inhib	DNMT1 inh
O=C(N[C@H](CO)c1ccccc1)[C@H]1O[C@@H](n2ccc(=O)[nH]c2=O)[C@H](O)[C@@H]1O	-5	i	.	0	-0.2	-4	-4	5	-0.2	2
NC(=O)c1ccccc1NC(=O)c1ccc2c(c1)OCO2	0	i	-1	2	-1.5	-6	1	12	-1.0	-7
CC(C)Nc1ncnc2c1ncn2[C@H]1CN(Cc2ccc(F)cc2)C[C@@H](CO)O1	-10	i	.	-7	-1.4	-7	-2	4	-0.2	1
COc1ccc(S(=O)(=O)Cc2ccc(C(=O)NCCc3cc(OC)ccc3OC)o2)cc1	2	i	-10	-2	-1.4	-1	-1	1	-0.1	-1
COC(=O)CCC(=O)c1oc2ccc(OC)cc2c1N	-1	i	4	-12	-0.8	6	1	9	1.1	-1
CCOC(=O)c1c(-c2ccc(C)cc2)csc1NC(=S)NC(=O)c1ccccc1	3	i	-13	-2	3.7	-3	3	5	0.1	-4
COc1ccc2oc(C(=O)OCC(=O)NCCc3ccccc3)c(C)c2c1	8	.	-8	-9	0.9	-8	0	0	-0.6	-2
CC(NC(=O)[C@H](C)NC(=O)c1ccco1)c1ccc(S(N)(=O)=O)cc1 (some centres undefined)	9	i	-1	0	-0.7	0	-2	19	-0.5	1
CSc1ccc(CN2CCCCCC2)cc1	-6	i	0	2	-2.1	-1	-1	3	0.0	-1
COC(=O)c1ccccc1-n1c(CCC(=O)O)ccc1-c1ccccc1	-4	i	-4	2	0.6	-4	4	-14	0.6	0
CN(C)c1nnnn1Cc1ccccc1	-4	i	-1	-3	-2.4	-2	-4	2	-0.2	2
Cc1nc2sc(C(c3ccc(Cl)cc3)N3CCN(c4ccccc4F)CC3)c(O)n2n1 (centres undefined)	-11	i	-5	1	1.7	4	-2	-6	-0.1	-8
Cn1c(Cn2nnc3ccccc32)nnc1SCC(=O)c1ccccc1F	12	i	-4	-1	-0.8	2	-1	9	-0.2	1
Cc1cccc(N2CCN(CC(=O)N(C)Cc3ccccc3)CC2C)c1 (centres undefined)	-3	i	5	1	0.2	-6	-1	9	-1.3	1
O=C(Nc1ccc(S(=O)(=O)Nc2ncccn2)cc1)c1ccc(Br)cc1	2	i	.	4	0.1	-6	-1	16	0.8	5
CCCCNC1c2ccccc2C(=O)N1Cc1ccccc1 (centres undefined)	-8	i	-8	2	-1.8	-5	2	8	-1.4	-2
COc1cc(C(=O)c2ccccc2)c(OC)cc1C(=O)Nc1ccc(O)cc1	-4	i	-10	-16	-1.5	-3	-3	-6	-0.5	-2
O=C(c1cc(-c2ccc(F)cc2)no1)N1CCN(Cc2ccc3c(c2)OCO3)CC1	-13	i	-16	-1	0.0	-4	-6	26	-0.1	1
Cc1ccc2nc(CSc3nnc(-c4ccncc4)n3C)cc(=O)n2c1	0	i	-3	-6	0.7	1	-1	-7	-0.8	0
S=c1[nH]c2cc(Br)cnc2[nH]1	3	i	3	16	0.5	2	2	15	-0.7	-2

Next part:
smiles,CendR NRP1 mod,Neddylation inh,Scp1 inh,SUMO1 PPI mod,LMPTP inh,NadD block,STEP block,SKN-1 block,TbMetRS inhib,DNMT1 inh
CC(c1ccccc1)n1cc(C(=O)NCc2ccncc2)nn1 (centres undefined),6,i,-9,-2,0.4,1,0,17,0.1,2
Cc1ccc(/C=N/Nc2ncnc3nc[nH]c23)cc1,-2,i,-5,-7,-1.5,-4,0,-10,-0.8,0
CC(C)(C)N1CC(COc2ccccc2)OC1=O (centres undefined),3,i,-8,1,-1.2,1,0,8,0.3,9
O=C1c2ccccc2C(=O)N1CCOc1ccccc1,-7,i,-8,-5,-1.0,1,0,4,-1.3,6
OC[C@H]1O[C@@H](c2nc(-c3ccc4c(c3)CCO4)no2)[C@H](O)[C@@H](O)[C@H]1O,0,i,.,3,-1.7,-20,-2,10,-0.3,5
Nc1nonc1-c1noc(-c2ccccc2)n1,-4,i,-2,-1,-1.5,2,-1,14,0.1,0
COc1ccc(CNC(=O)C2CC(c3cccc([N+](=O)[O-])c3)=NO2)cc1 (centres undefined),1,i,-10,-26,0.1,-1,1,17,0.0,2
O=C(c1cccc(Br)c1)N1CCN(C(=O)c2cccc(Br)c2)CC1,1,i,-9,-1,-1.4,-3,3,4,-0.1,2
COc1ccc(CCC(=O)OC(C)C(=O)c2ccc(C)cc2)cc1 (centres undefined),1,i,-10,0,0.7,-7,-1,-2,-0.4,0
C=CCSc1nnc(NC(=O)CSCc2c(C)noc2C)s1,-7,i,-3,-3,-0.7,1,-2,3,-0.2,2
CCCCn1cnc2c(SCc3ccc([N+](=O)[O-])cc3)nc(N)nc21,7,i,-2,-21,-0.3,-3,-2,-1,0.0,0
Cc1nc(Cl)c(C(=O)NC(C)(C)C)c(C)c1Cl,-6,i,-4,5,-1.0,0,0,-5,0.2,-1
